KDM5B inh: blocks human KDM5B histone demethylase activity. Q9UGL1. KDM5B demethylase, FDH-coupled NADH fluorescence (FDH is formaldehyde dehydrogenase). Potency, µM (highest dose often 57.7 µM), inactives show at the highest dose activity change, negative = inhibition, hits mostly inhibitors. actives 2.6% (n = 220,000). AID 1347165; active = well fitted inhibition curve with a large enough effect; inconclusive = small, poorly fitted or top-dose-only effect; inactive = no such curve, though single readings can be large or run the other way; note: 0% is about no effect; nearly all actives have a fitted effect of over 70% in size
Target sequence (Q9UGL1 whole entry, looked up): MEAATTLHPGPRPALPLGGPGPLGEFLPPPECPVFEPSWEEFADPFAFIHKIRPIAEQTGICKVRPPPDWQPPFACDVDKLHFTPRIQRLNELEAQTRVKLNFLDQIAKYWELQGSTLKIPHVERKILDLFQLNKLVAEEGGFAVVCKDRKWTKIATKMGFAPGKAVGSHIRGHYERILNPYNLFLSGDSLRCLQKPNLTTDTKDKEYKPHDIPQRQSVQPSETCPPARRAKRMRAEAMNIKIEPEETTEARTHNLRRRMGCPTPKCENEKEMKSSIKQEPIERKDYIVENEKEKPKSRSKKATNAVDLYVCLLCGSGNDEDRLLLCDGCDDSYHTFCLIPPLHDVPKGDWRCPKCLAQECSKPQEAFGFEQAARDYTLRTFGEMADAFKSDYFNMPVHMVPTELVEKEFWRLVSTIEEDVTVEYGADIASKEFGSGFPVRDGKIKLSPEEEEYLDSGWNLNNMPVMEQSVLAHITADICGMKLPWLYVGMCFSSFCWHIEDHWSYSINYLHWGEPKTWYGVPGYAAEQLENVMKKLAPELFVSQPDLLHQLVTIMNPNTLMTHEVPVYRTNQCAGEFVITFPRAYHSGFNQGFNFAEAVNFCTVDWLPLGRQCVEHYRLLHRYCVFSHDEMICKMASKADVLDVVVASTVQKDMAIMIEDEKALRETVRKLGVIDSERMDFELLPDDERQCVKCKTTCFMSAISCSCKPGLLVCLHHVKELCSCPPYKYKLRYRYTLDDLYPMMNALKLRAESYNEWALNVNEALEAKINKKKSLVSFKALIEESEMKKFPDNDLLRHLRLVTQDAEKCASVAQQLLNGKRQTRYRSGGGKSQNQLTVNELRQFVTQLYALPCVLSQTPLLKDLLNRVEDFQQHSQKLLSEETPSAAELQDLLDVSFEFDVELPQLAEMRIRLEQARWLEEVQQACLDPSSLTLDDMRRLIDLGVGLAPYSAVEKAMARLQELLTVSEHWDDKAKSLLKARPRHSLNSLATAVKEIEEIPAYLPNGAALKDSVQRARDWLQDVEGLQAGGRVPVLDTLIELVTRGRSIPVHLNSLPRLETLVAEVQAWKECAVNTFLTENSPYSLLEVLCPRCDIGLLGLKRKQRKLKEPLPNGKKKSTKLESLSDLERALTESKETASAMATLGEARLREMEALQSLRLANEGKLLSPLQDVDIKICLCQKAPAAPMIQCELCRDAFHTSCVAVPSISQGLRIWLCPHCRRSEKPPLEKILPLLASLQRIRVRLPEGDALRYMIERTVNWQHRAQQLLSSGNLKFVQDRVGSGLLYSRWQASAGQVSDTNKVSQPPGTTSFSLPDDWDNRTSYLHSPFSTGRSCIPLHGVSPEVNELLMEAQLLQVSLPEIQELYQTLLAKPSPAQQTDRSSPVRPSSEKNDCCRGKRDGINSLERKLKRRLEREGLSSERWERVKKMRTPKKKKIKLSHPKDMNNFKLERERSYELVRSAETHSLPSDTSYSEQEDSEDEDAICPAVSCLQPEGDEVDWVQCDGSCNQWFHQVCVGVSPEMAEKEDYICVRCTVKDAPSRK
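Measured: NADH fluorescence change, 30 min, RT. System: KDM5BΔAP 200 nM final, H3K4me3 peptide, α-KG, Fe(II), ascorbate, NAD⁺ plus FDH, pH 7.5 HEPES. Compounds: titrated, 10 min pre-incubation with enzyme.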
* = called active by the depositor; i = inactive; ? = inconclusive; & = joins results of further samples; [ ] = dose if it differs, or a comment. Potency is the fitted concentration of half-maximal effect. Some of the compounds tested. The share of hits here may be higher or lower than overall.

Start of the data: the first 3 entries, ahead of the listing:
Molecule	KDM5B inh
O=C(COC(=O)c1cc2c(F)cccc2s1)NCC1CCCO1 (stereo not drawn)	-22%
Cc1cc(C)cc(Nc2nnc(-n3nc(C)cc3C)c3ccccc23)c1	11%
CC(C)CNc1nc(C(=O)Nc2ccc(Cn3cncn3)cc2)cs1	10%

Main list, from the start:
Molecule	KDM5B inh
O=C(COC(=O)c1cc2c(F)cccc2s1)NCC1CCCO1 (stereo not drawn)	-22%
Cc1cc(C)cc(Nc2nnc(-n3nc(C)cc3C)c3ccccc23)c1	11%
CC(C)CNc1nc(C(=O)Nc2ccc(Cn3cncn3)cc2)cs1	10%
Cc1cc2oc(C(=O)NCc3ccc4c(c3)OCO4)cc(=O)c2cc1C	16%
Cc1cn2c(=O)cc(CN3CC[C@@](C)(O)[C@@H](O)C3)nc2s1	32µM*
COCCOc1cc(C)c2c(c1C)C[C@H](C(C)C(=O)NC(C)(C)C)CC2 (stereo partly drawn)	-20%[86.2 µM]
Cc1ccc(NC(=O)CSc2n[nH]c(-c3ccc(F)cc3)n2)cc1F	-27%
CC1CCC(C(=O)Nc2c(NC3CCCCC3)c3ccccc3oc2=O)CC1 (stereo not drawn)	8%
CC1(C)C(=O)Nc2ccc(S(=O)(=O)N3CCC(c4noc(-c5ccccc5)n4)C3)cc21 (stereo not drawn)	17%
COc1ccc([C@@H](NC(=O)c2cc3ncccn3n2)C2CC(O)C2)cn1 (stereo partly drawn)	120%[activator]
O=C(NNC(=O)c1ccc[nH]1)Nc1cccc(C(F)(F)F)c1	-7%
CC(OC(=O)c1cc(=O)[nH]c2ccccc12)C(=O)NC1(C#N)CCCCC1 (stereo not drawn)	?
CN1Cc2ncnc(NCC3CCCCC3)c2CN(c2ccccc2)C1=O	-25%
Cc1nnc(NC(=O)c2cc(=O)c3ccccc3o2)s1	11%
COc1ccc(NC(=O)c2cc3nc(-c4ccc(Cl)c(Cl)c4)cc(C(F)(F)F)n3n2)c(OC)c1	-14%

Fetched by compound from the entries so far, 5 records:
Molecule	KDM5B inh
Cc1ccc(NC(=O)CSc2n[nH]c(-c3ccc(F)cc3)n2)cc1F	-27%
COc1ccc([C@@H](NC(=O)c2cc3ncccn3n2)C2CC(O)C2)cn1 (stereo partly drawn)	120%[activator]
CC(OC(=O)c1cc(=O)[nH]c2ccccc12)C(=O)NC1(C#N)CCCCC1 (stereo not drawn)	?
CC1CCC(C(=O)Nc2c(NC3CCCCC3)c3ccccc3oc2=O)CC1 (stereo not drawn)	8%
Cc1cc(C)cc(Nc2nnc(-n3nc(C)cc3C)c3ccccc23)c1	11%

(continued)
Molecule	KDM5B inh
O=C(CCc1nnc(-c2ccccc2)o1)c1ccc(Cl)cc1	-20%
CCOc1ccc(NC(=O)C2CCCN(c3cn[nH]c(=O)c3)C2)cc1 (stereo not drawn)	4%
CCc1ccc(NC(=O)CN2CCSc3ccc(S(=O)(=O)N4CCCC4)cc32)cc1	?
O=C(COc1ccc(F)cc1)N1CC2CC(C1)[C@H]1CCCC(=O)N1C2 (stereo partly drawn)	-5%
CC(C)NC(=O)N1CCC[C@@H](O)[C@H](NC(=O)c2ccc(OCC(N)=O)cc2)C1	-4%[86.2 µM]
CCN(CC)S(=O)(=O)c1cc(C(=O)Nc2ncn(Cc3ccccc3C)n2)c(Cl)cc1Cl	5%
O=C(CCS(=O)(=O)c1ccc(Cl)cc1)NCCC1=CCCCC1	3%
CC(C)C1C(=O)Nc2ccc(S(=O)(=O)NCCc3ccc(Cl)cc3)cc21 (stereo not drawn)	-17%
O=C(COc1ccccc1F)OCc1cc(=O)n2nc(C3CC3)sc2n1	1%
COCCCNC(=O)c1[nH]c2ccccc2c1Sc1ccc(C)cc1	-27%
COc1ccc(-c2nc(C(C)C)nc3c2CCN(C(=O)c2ccc(C(F)(F)F)cc2)CC3)cc1	-3%
Cc1nc2c(C(=O)N3CCOCC3)cnn2c(C)c1Cc1cccc(Cl)c1	157%[activator]
COc1cccc(CN2Cc3nc(Oc4ccccc4)ccc3OCC2=O)c1	-20%[86.2 µM]
Cc1cc(C(=O)CSc2nnnn2C2CC2)c(C)n1Cc1cccs1	?
CCOc1cc(=O)n2c(c1C(=O)Nc1ccccc1OC)CCCC2	19%

Continuation.
Molecule	KDM5B inh
COC(=O)c1cc2n(n1)CCN(C(=O)CCc1cccc(OC)c1)C2	-17%
Cc1ccc(S(=O)(=O)N2CCC(C(=O)NCc3csc(-c4ccccc4)n3)CC2)cc1C	-14%
Cc1ccsc1C(=O)NC1CCc2nn(CC3CC3)c(=O)n2CC1 (stereo not drawn)	-21%
CCOC(=O)N1CCN(CC(=O)Nc2oc3ccccc3c(=O)c2-c2ccccc2)CC1	6%
CCc1nc(-c2ccc(-c3ccc(C)cc3)nc2OC)no1	?
O=C(Nc1cccc(Cl)c1)c1cnc[nH]1	-5%&-21%
COc1cccc(NC(=O)C2CCCN2S(=O)(=O)c2ccc3c(c2)C(C)(C)C(=O)N3C)c1 (stereo not drawn)	?
N=C1C(c2nc3ccccc3c(=O)[nH]2)=C(O)CN1c1cccc(Cl)c1Cl	-16%
CCC(C)NC(=O)CSCc1nc(-c2ccc(C)cc2)oc1C (stereo not drawn)	20%
Cc1nnc(CNC(=O)C2CCC(=O)N(CCN3CCOCC3)C2)o1 (stereo not drawn)	-28%
c1ccc(-c2noc(-c3cncnc3Nc3ccc4c(c3)OCCO4)n2)cc1	9%
CCn1c(SCC(=O)Nc2ccc3ccccc3c2)nnc1-c1cc2ccccc2o1	6%
CCn1cnc2c1c(=O)n(CC(=O)NC(C)c1ccccc1F)c(=O)n2Cc1ccccc1 (stereo not drawn)	12%
C[n+]1cccc(C(=O)N=S(C)C)c1	12%
O[C@@H]1CN(Cc2ccc(-n3cccn3)cc2)CC[C@H]1c1ccc(F)cc1	?

An excerpt of these results, with each value named.
Cc1cc2oc(C(=O)NCc3ccc4c(c3)OCO4)cc(=O)c2cc1C
  KDM5B inh = 16%

COCCCNC(=O)c1[nH]c2ccccc2c1Sc1ccc(C)cc1
  KDM5B inh = -27%

Further compounds
Molecule	KDM5B inh
CC(C)S(=O)(=O)N1CCC(N2CC(OCC3CC3)C23CCCCC3)CC1 (stereo not drawn)	-17%
O=C(Nc1nccs1)c1ccc2c(c1)OCCN(c1ccccc1)C2	?
C/C(=N\Nc1ccc(Cl)c(C(=O)O)c1)c1cccc2ccccc12	-22%
COc1cccc(CN2CCC[C@@H](O)[C@H](NC(=O)c3ccc(OCc4ccccc4)cc3)C2)c1	-10%
COc1ccc(-c2cc(N3CCC(NC(=O)c4cc(Cl)ccc4F)CC3)n[nH]2)cc1	3%
CCNC(=O)c1c(C)oc2ncn(C)c(=O)c12	-14%
CCOC(=O)c1cccc(NC(=O)N2CC[C@@H](CC(=O)NC3CC3)[C@@H](CC)C2)c1	26%[86.2 µM]
CCOc1ccc(C(=O)Nc2nnc(S(=O)(=O)Nc3ccccc3)s2)cc1	23%
Cc1ccc(-n2nc(C)c3c(C)cc(=O)n(CC(=O)N4CCCc5ccccc54)c32)cc1	-5%
Cc1oc(CO)cc1C(=O)OC(C)C(=O)Nc1cc(F)ccc1F (stereo not drawn)	-11%
O=C(NC(c1ccc(Cl)cc1)c1cccnc1)C1CCCCC1 (stereo not drawn)	12%
N#Cc1nc(-c2ccc(F)cc2)oc1N1CCCC1	i
CN(C(=O)CN1C(=O)NC2(CCC(C(C)(C)C)CC2)C1=O)c1ccccc1 (stereo not drawn)	-13%
Cc1ccc(F)cc1CNC(=O)C1CCC(=O)N(CCCN2CCCC2=O)C1 (stereo not drawn)	6%
COC(=O)c1ccccc1NC(=O)Cn1nnc(-c2ccc(OC)cc2)n1	?

Later entries
Molecule	KDM5B inh
O=C(COC(=O)COc1ccccc1Cl)Nc1ccccc1OC(F)F	7%
C[S+](=O)([O-])N1CCC2(CC1)CC(c1ccccc1)=NO2	16%[149 µM]
Cc1nnsc1C(=O)N1CCC(CO)(Cc2ccccc2Cl)CC1	25%
CC(C)NC(=O)CCc1ncc(-c2c(F)cccc2F)o1	4%
CCOC(=O)C1CCCCN1S(=O)(=O)c1csc(C(N)=O)c1 (stereo not drawn)	-11%
CCOC(=O)c1c(C)oc2nc(C)nc(N3CCN(c4cccc(C(F)(F)F)c4)CC3)c12	-4%
CCc1ccc(Nc2nnc(SCC(=O)c3c(N)n(C4CC4)c(=O)[nH]c3=O)s2)cc1	12%
Cc1noc(-c2ccccc2OC2CCN(C(=O)CC3CCCCC3)C2)n1 (stereo not drawn)	?
CCOc1ccc(C(=O)/C=C/c2ccccc2O)cc1	?
CC(C)Cn1c(C2CC(=O)N(c3cccc(C(F)(F)F)c3)C2)nc2ccccc21 (stereo not drawn)	-17%
CN(C)[C@@H]1CN(C(=O)CCc2ccccc2)C[C@H]1CO	18%
Cc1ccc(CC(=O)N2CCN(c3cc(-c4ccccc4)[nH]n3)CC2)cc1	-17%
CCc1cccc2c(C(CC(=O)NC(C)C(C)C)c3ccc(OC)c(OC)c3)c[nH]c12 (stereo not drawn)	0%
O=C(NCc1cccnc1)C(=O)C1C(=O)Nc2ccccc21 (stereo not drawn)	?
O=C(CCc1ccccc1)N1CCCC(CN2CCCC2)CC1 (stereo not drawn)	?

Next structures:
Molecule	KDM5B inh
CCC(C)NC(=O)C1(c2ccc(NS(C)(=O)=O)cc2)CCCCC1 (stereo not drawn)	-7%
CCCn1c(SCc2ncc(-c3ccc(Cl)cc3)o2)n[nH]c1=O	17%
Cc1ccc(C)c(C(=O)N2CCOC(CCCc3ccccc3)C2)c1 (stereo not drawn)	-9%
CC1=C(C(=O)OC(C)C)C(c2ccc(C)cc2)CC(=O)N1Cc1cccc(C#N)c1 (stereo not drawn)	-22%
CCC(=O)N(CCC(c1ccccc1)c1ccc2c(c1)OCO2)Cc1ccc(OC(C)C)cc1 (stereo not drawn)	?
OCCN1CCN(c2ncnc3c2c(-c2ccccc2)cn3-c2ccc(F)cc2)CC1	-20%
Cc1ccc(C)c(Nc2nc3ccccc3nc2NS(=O)(=O)c2ccc(F)cc2)c1	-1%
Cc1cccc(Oc2nc(-c3ccncc3)nc3ccccc23)c1	25%&-3%
Cc1cc(C)n2nc(C(=O)Nc3cc(F)ccc3C)nc2n1	9%
CCCC(=O)Nc1cc(C(=O)NCc2ccc(OC)cc2)ccc1S(=O)(=O)c1ccc(Cl)cc1	?
O=C(Nc1ccc(-c2nc3ccccc3o2)cc1)c1ccc(Br)cc1	-14%
COc1cc(OC)c(OC)cc1CNc1sc2c(c1C(=O)Nc1ccccc1OC)CCC2	?
CC(C)c1nnnn1[C@H]1CO[C@H]2[C@@H]1OC[C@H]2OC(=O)Nc1ccc(Oc2ccccc2)cc1	-27%
Cc1cn2nc(C(=O)NCc3ccccc3F)cc2c(N2CCSCC2)n1	?
Cc1ccc(-c2noc([C@@H]3CCCN3C(=O)c3cc(Cl)ccc3F)n2)cc1	-25%

Carrying on.
Molecule	KDM5B inh
COc1cc(OC)c(NC(=O)c2csc3c2CCC(C)C3)cc1Cl (stereo not drawn)	-13%
O=C(NCC(c1ccc(Cl)cc1)N1CCCCC1)c1ccc(F)cc1 (stereo not drawn)	15%
CCCCC(=O)Nc1ccc(C(=O)NNC(=S)NC(=O)c2ccco2)cc1	?
CN(C(=O)c1csc(Cc2ccccc2)n1)C1CCCN(CCc2ccccc2)C1 (stereo not drawn)	-3%
CN1CCCN(C[C@@H]2CN(C(=O)c3cccn3C3CC3)C[C@@H]2CO)CC1	7%
Cc1ccccc1C(C)NC(=O)CSc1nc2cc([N+](=O)[O-])ccc2o1 (stereo not drawn)	-5%
CC(C)CN(Cc1nnc2cc(-c3nc(-c4ccccc4)no3)ccn12)CC(C)C	?
COc1cc([C@H]2[C@@H]3CCCC[C@]3(O)CCN2Cc2cccc(F)c2)ccc1O	7%
O=C(CSc1ncnc2c1oc1ccccc12)NC1CCCCCC1	5%
COc1ccc(N2CC(C(=O)N3CCC(C(=O)NCCc4ccc(Cl)cc4)C3)NC2=O)cc1 (stereo not drawn)	-19%
Cc1ccc(-c2nnc(C3CN(C(=O)c4ccsc4)CC34CCOCC4)o2)cc1 (stereo not drawn)	-8%
CC(C)CCC(=O)N1CC(c2nnc(-c3ccncc3)o2)C2(CCOCC2)C1 (stereo not drawn)	-7%
Cn1c(=O)c2c(nc(CN3CCN(c4ccccc4F)CC3)n2Cc2ccccc2)n(C)c1=O	17%
O=C1CN(C(=O)c2cccc(-n3cnnc3)c2)CCN1Cc1cccc(F)c1	11%
CCOc1cccc(CNC(=O)c2noc(-c3ccc(F)cc3)n2)c1	3%

More compounds:
Molecule	KDM5B inh
Cc1nocc1C(=O)N1C[C@@H](COCC2CC2)[C@H](c2ccccn2)C1	26%
Cc1ccc(OCC(=O)N2CCC(Cc3nc(-c4ccccc4)no3)CC2)cc1	?
Cc1ccc(C)c(Cn2nc(C)n3c(cc4cc(C)ccc43)c2=O)c1	8%
Cc1cccc(C(=O)Oc2ccc(C3(c4ccc(OC(=O)c5cccc(C)c5)cc4)OC(=O)c4ccccc43)cc2)c1	-1%
Cc1oc(-c2ccccc2)nc1C(=O)OCC(=O)NC1(C#N)CCCCC1	-3%
Cc1cccc(NC(=O)c2nc3ccccc3nc2N2CCCC2)c1	13%

From PubChem
